eLon inh – E. coli protease La inhibition; P0A9M0; purified E. coli Lon protease, fluorescence polarization; inhibition, % at 7.94 µM; actives 0.42% (n = 360,000); in the data active = inhibition above about 13%, passing the limit was not always enough;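 also: 0% = enzyme with probe and DMSO and 100% = no enzyme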
Target sequence (P0A9M0 whole entry, looked up): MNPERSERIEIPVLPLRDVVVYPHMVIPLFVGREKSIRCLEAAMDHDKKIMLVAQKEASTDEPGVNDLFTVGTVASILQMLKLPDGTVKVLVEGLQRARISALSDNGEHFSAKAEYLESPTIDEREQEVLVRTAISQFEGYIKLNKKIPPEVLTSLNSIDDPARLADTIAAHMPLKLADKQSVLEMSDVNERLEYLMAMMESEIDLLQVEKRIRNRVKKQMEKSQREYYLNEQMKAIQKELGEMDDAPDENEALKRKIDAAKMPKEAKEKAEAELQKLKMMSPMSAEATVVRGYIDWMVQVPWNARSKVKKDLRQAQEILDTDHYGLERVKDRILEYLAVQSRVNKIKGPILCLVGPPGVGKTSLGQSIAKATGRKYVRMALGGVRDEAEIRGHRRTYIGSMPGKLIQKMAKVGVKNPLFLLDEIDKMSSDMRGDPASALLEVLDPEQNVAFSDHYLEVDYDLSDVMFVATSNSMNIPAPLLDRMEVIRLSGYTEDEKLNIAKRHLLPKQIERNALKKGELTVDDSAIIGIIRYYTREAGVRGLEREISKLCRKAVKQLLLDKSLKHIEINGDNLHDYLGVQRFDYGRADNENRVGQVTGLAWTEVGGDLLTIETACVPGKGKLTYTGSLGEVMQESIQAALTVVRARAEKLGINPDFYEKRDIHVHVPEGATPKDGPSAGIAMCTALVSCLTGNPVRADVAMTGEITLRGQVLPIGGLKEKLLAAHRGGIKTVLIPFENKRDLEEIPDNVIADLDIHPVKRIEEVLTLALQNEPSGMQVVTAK
DNMT1 block – inhibitors of human DNMT1 | P26358 | DNMT1 molecular beacon, Hinp1I cleavage, fluorescence | inhibition (reported as % activation of signal), % at 10 µM | actives 0.83% (n = 360,000) | AID 588458; in the data active = inhibition above about 50%
TbMetRS inhib – Trypanosoma brucei MetRS inhibition. actives 0.4% (n = 360,000). purified T. brucei MetRS, ATP depletion, Kinase-Glo luminescence. inhibition, % at 11.9 µM;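 active = inhibition above a per-plate cutoff of the control wells' mean inhibition plus 3 SD, cut at about 5.5% in these data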;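 also: 0% = DMSO wells median and 100% = median of wells with control inhibitor compound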
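Test system – parasite MetRS enzyme · Reagent – substrates ATP, L-methionine and bulk Escherichia coli tRNA · Doses – 11.9 µM compound single dose, 0.9% DMSO · Times – 15 min enzyme-compound preincubation, 2 h reaction, 10 min detection, 25 °C · Signal – Kinase-Glo luminescence, ATP depletion format · Controls – DMSO-only wells as low control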
MsrA inh – inhibitors of bovine MsrA; actives 0.75% (n = 360,000); purified bovine MsrA, absorbance read-out; inhibition, % at 15.5 µM; AID 651718; in the data active = inhibition above about 4.5%;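 also: 0% = vehicle wells with enzyme and 100% = reference inhibitor wells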
SUMO1 PPI mod – alters human SUMO1 binding to SIM partners | SUMO1 binding to a labelled peptide, TR-FRET, 1 h | actives 0.33% (n = 360,000) | P63165 | AID 602429 | inhibition, % at 20 µM; in the data active = inhibition above about 37%
Target sequence (P63165 whole entry, looked up): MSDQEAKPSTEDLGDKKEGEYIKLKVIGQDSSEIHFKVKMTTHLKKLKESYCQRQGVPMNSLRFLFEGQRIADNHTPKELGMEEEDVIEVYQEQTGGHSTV
LMPTP block – blocks human LMPTP phosphatase; P24666; recombinant LMPTP-A, OMFP fluorogenic substrate, fluorescence intensity; inhibition, % at 20 µM; actives 0.22% (n = 360,000); AID 651560;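 active = compounds that cut the enzyme signal by at least half of the control window in the single-dose screen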;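 also: plate controls were DMSO wells with enzyme plus substrate for no effect and substrate without enzyme for full effect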
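Buffer or medium: Bis-Tris pH 6.0, DTT, detergent; Assay system: LMPTP-A enzyme; Quantity: 0.625 nM enzyme; Detection: endpoint fluorescence intensity; Times: 50 min dark incubation at room temperature; Controls: substrate-only low control, DMSO enzyme-plus-substrate high control; Doses: single 20 µM dose; Read-out: percent inhibition versus substrate-only and uninhibited controls; Reagent: 400 µM OMFP.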
NRP1-CendR mod – NRP-1/CendR interaction modulation; FAM-RPARPAR peptide binding to NRP-1, fluorescence polarization; actives 0.85% (n = 360,000); O14786; AID 602438; inhibition, % at 25 µM;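 active = inhibition or corrected inhibition above about 18%, plus a signal ratio from 0.5 to 1.5, limit read from the data, passing the limit was not always enough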; also: strong numbers were not always called active
bovine MsrA act – activates bovine MsrA enzyme; activation, % at 10.6 µM; AID 602163; purified bovine MsrA, absorbance read-out; actives 0.3% (n = 360,000); in the data active = activation above about 7.5%;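 also: 0% = vehicle and 100% = reference activator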
Scp-1 inhibitor – inhibitors of human Scp-1 phosphatase | Q9GZU7 | Recombinant Scp1, phosphopeptide, malachite green phosphate absorbance | inhibition, % at 20 µM | actives 0.88% (n = 340,000) | AID 493091;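 active = inhibition above about 50% at 20 µM, limit read from the data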;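 also: plate controls were DMSO wells with enzyme for no effect and wells lacking enzyme for full effect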
Target sequence (Q9GZU7 76-261 limits assumed): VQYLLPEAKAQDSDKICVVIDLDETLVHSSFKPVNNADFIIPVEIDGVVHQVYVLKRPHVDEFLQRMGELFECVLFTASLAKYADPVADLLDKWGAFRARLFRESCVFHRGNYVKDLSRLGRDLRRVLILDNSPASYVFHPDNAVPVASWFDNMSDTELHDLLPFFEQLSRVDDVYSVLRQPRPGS
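System: SCP-1 catalytic domain; Reagent: Phospho 17-mer peptide substrate; Doses: one concentration, 20 µM, with 1.0% DMSO; Incubation: 45 min room-temperature reaction, 5 min colour, 30 min stabiliser; Signal: Phosphate-binding colour reagent, absorbance read at 630 nm.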
STEP block – blocks human striatal-enriched tyrosine phosphatase; recombinant STEP, OMFP fluorogenic substrate, fluorescence; inhibition, % at 20 µM; actives 0.25% (n = 360,000); AID 588621;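 active = inhibition at 20 µM, scaled per plate between control wells, above about 37%, limit read from the data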;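 also: 0% = DMSO with enzyme and substrate and 100% = substrate only without enzyme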
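Assay system: isolated STEP enzyme / Timing: 20 min at room temperature, dark / Doses: 20 µM, 1% DMSO / Technique: fluorescence intensity, excitation 480 nm, emission 540 nm / Reagent: fluorogenic phosphatase substrate OMFP at 25 µM final / Measure: percent inhibition scaled to no-enzyme and uninhibited-enzyme controls, plate-pattern corrected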
* = called active by the depositor; nt = no result given.

Structure	Scp-1 inhibitor	LMPTP block	NRP1-CendR mod	MsrA inh	STEP block	DNMT1 block	bovine MsrA act	TbMetRS inhib	SUMO1 PPI mod	eLon inh
CCCCNC(=O)CC(C(=O)N1CCc2ccccc21)n1ccnc1 (stereo not drawn)	2.8	0.1	6.6	1.1	-1.5	6.8	-14.3	-1.4	2.8	2.0
CC(C)Cc1nc(N2CCOCC2)c(C#N)c2c1CCC2	-4.8	1.3	2.1	1.5	0.3	-2.8	-3.8	0.1	2.8	0.1
Cc1c(NC(=O)CN2CCN(c3cccc(Cl)c3)CC2)c(=O)n(-c2ccccc2)n1C	12.7	-1.1	0.2	0.2	-1.0	1.3	-8.1	-0.7	1.2	-7.0
S=C(Nc1ccc(Br)cc1)NC1CCCC1	0.0	-0.7	-8.5	-0.6	1.7	-5.4	-2.4	0.2	-1.1	-9.6
CC(C)CC(NS(=O)(=O)c1ccccc1S(=O)(=O)NC(CC(C)C)C(=O)O)C(=O)O (stereo not drawn)	-5.2	-1.8	25.5*	-0.1	-2.2	4.6	-4.0	-0.3	1.9	-5.5
COC(=O)c1ccccc1NC(=O)CN(c1ccccc1)S(=O)(=O)N(C)C	-8.4	-1.2	7.1	3.3	-3.2	1.8	-1.2	-0.1	2.0	5.7
CC1=C2C3OC(=O)C(C)C3CCC2(C)C=CC1=NO (stereo not drawn)	-12.4	-0.6	-9.4	-0.3	-1.7	0.8	-3.5	-0.2	-1.5	-7.8
COC(=O)COc1ccc2c(=O)c(Oc3ccccc3Br)coc2c1	0.8	-0.9	0.1	-0.9	-1.5	3.3	-12.3	-1.6	6.2	-1.1
N#CC1=C(N)Oc2ccccc2C12C(=O)Nc1n[nH]c(-c3ccccc3)c12 (stereo not drawn)	-7.0	-0.4	-0.6	0.1	-0.5	-2.6	-3.4	0.2	1.0	-7.3
COc1ccc(C2NC(=O)c3ccccc3N2)cc1 (stereo not drawn)	-9.1	-1.0	11.4	nt	-0.2	-0.4	-1.9	-0.8	-1.9	5.5
COc1ccccc1NC(=O)c1nn(-c2cccc(C(F)(F)F)c2)ccc1=O	-11.2	-1.8	7.3	0.6	-5.2	-6.1	-7.3	-1.0	3.3	-17.4
O=C1CCC(C(=O)N2CCCCO2)CN1Cc1ccc(Cl)cc1 (stereo not drawn)	-5.5	0.5	3.6	-0.7	-1.1	0.0	-5.0	-0.4	3.0	-0.7
CC(O)CN(Cc1cccc(Cl)c1)CC(C)O (stereo not drawn)	0.0	-1.5	4.3	-0.9	-0.1	1.4	-2.1	0.5	-1.1	5.8
CC(=O)N1CCc2c(sc3c2c(=O)n(-c2ccccc2)c(=O)n3CC(=O)NCC2CCCO2)C1 (stereo not drawn)	-8.5	-1.8	1.3	-0.6	-0.9	-0.4	-8.5	-0.1	0.6	4.8
CCCCN(C(=O)c1cc2c(s1)CCCC2)c1c(N)n(CCC)c(=O)[nH]c1=O	-3.6	-1.8	-4.0	0.9	-0.7	5.3	-2.2	-0.6	-2.6	5.9
COc1ccc(C2C(C(=O)N3CCCC3)c3cc(OC)c(OC)cc3C(=O)N2C)cc1OC (stereo not drawn)	1.6	-0.8	-34.2	-0.7	0.8	1.1	-0.4	-0.4	-0.8	-1.8
O=C1CCc2cc(NS(=O)(=O)c3ccc([N+](=O)[O-])cc3)cc3c2N1CC3	-0.8	-0.3	-0.4	-0.6	-1.0	-4.4	-0.5	-0.2	-28.4	-7.9
O=C1CCCC2=C1C(c1ccncc1)c1c(nc(SCc3ccccc3Cl)[nH]c1=O)N2 (stereo not drawn)	3.0	4.2	-29.8	2.7	-1.6	-2.3	-3.9	0.9	22.9	-11.1
O=c1cc(C(O)C[N+](=O)[O-])occ1OCc1ccccc1 (stereo not drawn)	2.3	16.6	-6.9	1.1	-1.2	3.7	-4.2	0.1	-3.4	-9.7
CCOC(=O)c1sc2nc(C)n(CC(=O)NCC3CCCO3)c(=O)c2c1C (stereo not drawn)	-5.2	-0.8	3.4	1.8	-2.8	0.3	-2.9	-0.5	-1.5	-1.5

The last 4 compounds of the part above lead into the next:
Structure	Scp-1 inhibitor	LMPTP block	NRP1-CendR mod	MsrA inh	STEP block	DNMT1 block	bovine MsrA act	TbMetRS inhib	SUMO1 PPI mod	eLon inh
O=C1CCc2cc(NS(=O)(=O)c3ccc([N+](=O)[O-])cc3)cc3c2N1CC3	-0.8	-0.3	-0.4	-0.6	-1.0	-4.4	-0.5	-0.2	-28.4	-7.9
O=C1CCCC2=C1C(c1ccncc1)c1c(nc(SCc3ccccc3Cl)[nH]c1=O)N2 (stereo not drawn)	3.0	4.2	-29.8	2.7	-1.6	-2.3	-3.9	0.9	22.9	-11.1
O=c1cc(C(O)C[N+](=O)[O-])occ1OCc1ccccc1 (stereo not drawn)	2.3	16.6	-6.9	1.1	-1.2	3.7	-4.2	0.1	-3.4	-9.7
CCOC(=O)c1sc2nc(C)n(CC(=O)NCC3CCCO3)c(=O)c2c1C (stereo not drawn)	-5.2	-0.8	3.4	1.8	-2.8	0.3	-2.9	-0.5	-1.5	-1.5
Cc1cc(N2CCOCC2)c2c(N)cc(C)c(C)c2n1	-4.4	3.6	22.4*	1.0	-0.4	-7.0	0.2	-0.8	-20.6	-10.8
CCOC(=O)/C(C#N)=C\c1ccc(O)c(OC)c1	-1.3	-0.5	-6.2	2.7	3.5	2.2	-5.3	-0.6	-14.3	-5.3
CC(C(=O)Nc1ccc(O)cc1)c1cccc(C(=O)c2ccccc2)c1 (stereo not drawn)	-3.2	-0.1	10.5	0.2	-2.6	-4.0	-4.2	21.8*	-3.7	-1.6
CCCC(=O)Oc1ccccc1C1SCc2cc(C)c(C)cc2CS1	-9.0	1.1	0.9	0.1	-1.4	2.4	-1.9	0.0	2.7	-4.7
O=C(NNc1ccccc1)Nc1cc(Cl)ccc1Cl	2.6	0.7	9.0	-0.7	0.4	-3.4	-1.6	-0.3	-1.9	8.7
Cc1ccccc1OCC(=O)Nc1cccc(S(=O)(=O)NC2=NCCCCC2)c1	-0.6	0.6	7.7	-0.1	5.5	-0.5	-2.1	1.4	7.3	-13.2
O=C(CCn1c(=O)c2ccccc2n(Cc2cccnc2)c1=O)NCc1ccc2c(c1)OCO2	5.4	0.6	-8.0	-0.5	3.7	2.0	-6.5	-0.8	-3.1	-13.1
CCCN(CCC)C(=O)c1cc(S(=O)(=O)N2CCCCC2)c[nH]1	-6.6	-0.6	5.9	1.3	-4.8	0.4	-4.1	-1.0	2.5	-7.3
CCN(CC)c1nc2ccccc2[nH]c1=O	-7.4	-1.4	-12.7	1.6	-1.6	5.3	-16.5	-1.0	-4.5	-12.5
CCCc1nn(C)c(C(=O)Nc2ccccc2)c1Cl	-6.8	-0.2	1.6	0.8	-3.1	-2.9	-5.5	-0.3	2.9	-8.7
CNC(=S)N1CCN(c2ccc(OC)cc2)CC1	-2.7	-0.2	8.2	0.4	0.1	-0.1	1.2	0.8	1.5	-1.3
CCOc1ccccc1NC(=O)CSc1ccc([N+](=O)[O-])cc1	-2.3	0.2	8.4	0.8	3.6	-0.5	-7.7	-1.0	-14.7	3.1
CC(=O)N1CCc2c(sc(NC(=O)c3ccc([N+](=O)[O-])o3)c2C(N)=O)C1	nt	2.8	-11.2	0.4	2.7	-0.8	-7.8	-0.6	-11.9	1.6
O=[N+]([O-])c1ccccc1NS(=O)(=O)c1ccccc1	nt	-0.5	2.1	0.2	-0.7	8.5	-2.6	0.0	-8.5	-12.0
O=C1C(Cl)=C(N2CCCCC2)C(=O)N1Cc1ccccc1	-7.3	2.0	3.6	-1.2	4.6	2.7	-1.6	-0.2	-7.2	-1.6
Cc1noc(C)c1COC(=O)C1(c2cccc(F)c2)CCCC1	-3.3	0.3	-7.2	0.4	0.5	0.3	-10.8	-0.9	-0.6	7.2
CCCCN1C(=S)NC[C@@H]1C(C)CC (stereo partly drawn)	-3.0	0.0	0.2	0.4	-2.8	-4.1	-1.6	-0.3	2.3	-1.3
O=C(NCc1ccc2c(c1)OCO2)C(=O)NCC1OCCN1S(=O)(=O)c1ccccc1 (stereo not drawn)	-4.8	5.9	19.7	1.2	-1.2	-5.6	-2.4	-0.3	-18.8	-3.4
CCCCCn1cnc2sc(CC)cc2c1=O	-10.3	-2.3	9.1	-1.0	3.5	0.5	14.2*	0.1	8.2	0.0
CCC(C)[C@@H]1NC(=O)N(CCCN2CCCC2=O)C1=O (stereo partly drawn)	-5.9	-1.5	4.4	1.1	-1.3	2.9	-1.9	-0.9	0.7	0.4

Going on with the list:
Structure	Scp-1 inhibitor	LMPTP block	NRP1-CendR mod	MsrA inh	STEP block	DNMT1 block	bovine MsrA act	TbMetRS inhib	SUMO1 PPI mod	eLon inh
CCOC(=O)C1(CCCc2ccccc2)CCN(C(=O)c2cc(C)nc(C)n2)CC1	-7.5	0.1	2.0	-0.4	1.5	4.7	-1.9	-0.5	4.0	0.2
CC(C)(C)NC(=O)c1cccc(NC(=O)CSc2ccccc2)c1	-1.9	-1.7	-2.1	0.8	0.3	0.5	-0.5	-0.4	1.6	8.9
CCC(CC)c1nnc(NC(=O)CS(=O)(=O)c2ccccc2)s1	-7.7	0.5	-1.4	-0.1	10.3	-2.2	-3.3	-0.3	0.4	0.9
Cc1ccc(NC(=O)CCC(=O)N2CCOCC2)nc1	-8.0	0.4	5.3	-0.9	0.3	3.5	-2.8	-0.2	-0.1	-5.1
CN(C)c1ccc(S(=O)(=O)c2ccc(Cl)cc2)cc1	-6.7	0.4	-2.1	1.8	-1.7	3.1	-14.0	-1.2	1.4	-9.4
COc1ccc(-c2nnc(NC(=O)c3ccc(F)cc3)o2)cc1	-12.9	-0.8	-14.9	0.6	1.2	1.6	-1.2	0.7	5.7	1.5
COc1ccccc1NC(=S)N1CCN(Cc2ccc3c(c2)OCO3)CC1	-2.3	-0.8	5.1	-0.1	2.4	4.0	-4.3	-1.1	-3.0	2.4
CCOc1ccc(N2C(=O)CC(NC3CCN(C(=O)c4ccc(F)cc4)CC3)C2=O)cc1 (stereo not drawn)	-7.3	-0.7	2.2	1.3	4.3	0.4	-5.9	0.2	-3.5	0.2
Cc1ccc(C(=O)Cc2nc3ccccc3[nH]2)cc1	4.2	2.6	-11.7	1.1	13.4	-5.1	-7.3	-0.7	-2.4	7.5
COc1ccc(N2C(=S)NC(C)(C)CC2(C)c2ccc(OC(C)=O)cc2OC(C)=O)cc1 (stereo not drawn)	1.0	0.2	3.2	-0.7	0.5	-0.7	-3.5	-0.6	4.0	-3.6
Cc1cc2c(NC(=O)Nc3ccc(C(C)(C)C)cc3)cccc2nn1	4.8	1.2	2.8	-0.6	4.2	-4.2	-4.5	-0.5	-13.6	-0.7

Assay outcomes (PubChem BioAssay)
